KCNK3 inh – human KCNK3 channel inhibition, primary screen. CHO-KCNK3 thallium flux, FluxOR fluorescence; active compounds read low. B-score at 10 µM. 340,000 tested, 0.84% active. AID 602410;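 active = B-score under library mean minus 4 SD, starting fluorescence ratio at most library mean plus 5 SD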;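 also: more negative B-score means stronger inhibition of thallium flux through KCNK3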
RGS4 act – potentiators or activators of RGS4. B-score at 10 µM. HEK293 M3R/inducible RGS4, carbachol calcium flux Fluo4; active compounds read low. AID 463111. 310,000 tested, 0.92% active;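 active = B-score of the integrated calcium signal more than 4 SD below the library mean, with starting fluorescence not abnormally high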;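 also: negative B-score means reduced calcium response which marks RGS4 activation or potentiation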
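Test system: HEK293 cells with stable M3R and inducible RGS4; also added: carbachol at ECmax as muscarinic agonist stimulus; schedule: dye loading 30 min 37 °C, buffer rest 30 min RT; technique: kinetic calcium fluorescence imaging with Fluo4-AM dye, 2 µM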
GSK3 alpha inh – inhibitors of human GSK-3 alpha kinase. inhibition, % at 10 µM. 320,000 tested, 0.1% active. ADP-Glo luminescence, 60 min;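 in the data active = inhibition above about 50%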;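 also: GST-tagged GSK-3 alpha with peptide substrate and 25 µM ATP; 0% = DMSO neutral wells and 100% = GW8510 positive control wells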
Dyrk1A ADPGlo – blocks rat Dyrk1A kinase activity | ADP-Glo luminescence, NFATc1 peptide | inhibition, % at 12.5 µM | 310,000 tested, 0.43% active; in the data active = inhibition above about 50%;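 also: plate controls were vehicle with enzyme for no effect and no enzyme for full effect; many of its hits are not listed in these tables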
GSK3B inh – blocks human GSK3beta kinase activity; P49841; GST-GSK3beta kinase, ADP-Glo luminescence, 60 min; active compounds read low; activity score (negative = inhibition), % at 10 µM; 300,000 tested, 0.038% active; AID 2097;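 active = more than half of replicate wells score below -50%, meaning over 50% inhibition versus plate controls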;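 also: 0% = median DMSO wells and -100% = median GW8510 positive control wells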
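test system = GST-tagged human GSK3beta kinase, cell-free | reagent = 25 µM ATP with peptide substrate | dosing = one dose of 10 µM per compound | schedule = 60 min reaction, RT | detection = luminescent ADP-Glo measurement of ADP formed | control set = DMSO neutral wells and GW8510 at 20 µM as positive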
PolyA inh – yeast polyadenylation inhibition. S. cerevisiae SKY197-pL101 polyadenylation reporter, beta-gal luminescence; efflux-impaired pdr1/pdr3 knockout yeast; score 100 = 6 SD above DMSO. calls only at 12 µM. 300,000 tested, 0.02% active;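 active = lowest replicate activity score at least 50, where 100 means six control SD above control mean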;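 also: yeast exposed to compound for 9 h at 30 °C; higher score means more reporter readthrough which indicates perturbed polyadenylation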
KCNK9 block – human KCNK9 channel inhibition. Q9NPC2. HEK293 KCNK9, FluxOR thallium flux fluorescence; active compounds read low. B-score at 10 µM. 310,000 tested, 1.2% active. AID 488922;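 active = ratio B-score over 3 SD below the library mean, with starting fluorescence within 5 SD of its mean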;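 also: negative B-score means less thallium flux so channel inhibition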
Target sequence (Q9NPC2 whole entry, looked up): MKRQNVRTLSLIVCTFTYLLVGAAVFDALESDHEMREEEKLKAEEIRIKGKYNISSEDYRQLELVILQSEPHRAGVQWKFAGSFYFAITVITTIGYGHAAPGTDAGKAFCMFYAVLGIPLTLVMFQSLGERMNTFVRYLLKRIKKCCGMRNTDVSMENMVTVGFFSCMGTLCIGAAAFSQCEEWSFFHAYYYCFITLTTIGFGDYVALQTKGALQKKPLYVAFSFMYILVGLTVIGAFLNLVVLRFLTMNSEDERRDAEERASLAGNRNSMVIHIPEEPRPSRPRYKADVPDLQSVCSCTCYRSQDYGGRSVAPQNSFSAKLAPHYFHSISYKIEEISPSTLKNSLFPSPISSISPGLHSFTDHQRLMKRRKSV
KCNQ1 inh – inhibitors of human KCNQ1 potassium channel. P51787. CHO-K1 KCNQ1, FluxOR thallium flux fluorescence; active compounds read high. B-score at 10 µM. 310,000 tested, 1.3% active. AID 2642;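 active = compounds whose thallium flux B-score, printed positive for inhibition, exceeds three library SD while starting fluorescence stays within three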;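 also: channel opened by potassium depolarization with thallium stimulus after 20 min compound exposure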
Target sequence (P51787 whole entry, looked up): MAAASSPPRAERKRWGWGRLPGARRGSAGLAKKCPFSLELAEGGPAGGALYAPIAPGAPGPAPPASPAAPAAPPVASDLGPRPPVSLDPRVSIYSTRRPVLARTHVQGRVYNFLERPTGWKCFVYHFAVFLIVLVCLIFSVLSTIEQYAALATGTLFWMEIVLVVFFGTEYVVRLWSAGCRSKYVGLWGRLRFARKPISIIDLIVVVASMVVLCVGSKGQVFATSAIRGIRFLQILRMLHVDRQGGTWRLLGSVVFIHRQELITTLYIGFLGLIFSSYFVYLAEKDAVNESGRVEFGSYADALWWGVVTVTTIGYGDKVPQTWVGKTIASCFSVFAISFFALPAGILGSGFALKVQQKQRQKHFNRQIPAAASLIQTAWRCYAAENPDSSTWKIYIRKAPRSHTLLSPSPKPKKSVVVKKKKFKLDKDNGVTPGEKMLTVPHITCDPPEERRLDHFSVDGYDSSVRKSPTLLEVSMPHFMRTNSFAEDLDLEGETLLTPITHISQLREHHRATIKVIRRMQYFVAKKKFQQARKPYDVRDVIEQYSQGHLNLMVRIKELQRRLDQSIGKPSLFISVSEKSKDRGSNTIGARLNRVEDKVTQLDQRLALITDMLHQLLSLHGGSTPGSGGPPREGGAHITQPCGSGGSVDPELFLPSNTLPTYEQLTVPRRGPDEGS
RGS4 inh – human RGS4 inhibition | P49798 | 310,000 tested, 0.45% active | HEK293 M3R/RGS4 inducible, Fluo-4 calcium flux; active compounds read high; triggered by carbachol at its EC20 | B-score at 10 µM | AID 463165;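 active = B-score, a plate-corrected calcium signal, over three deviations above library mean, with baseline fluorescence within five deviations of library mean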;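 also: RGS4 expression induced by doxycycline in cells with stable M3 receptor; B-score is computed from the integrated fluorescence ratio over baseline after carbachol; higher B-score means a larger calcium signal and so more RGS4 inhibition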
hERG protect – hERG (human) protection from proarrhythmic block. AID 1511. Q12809. activation (rescue from dofetilide block), less the hit threshold, % at 10 µM. CHO-hERG, FluxOR thallium flux, dofetilide IC70 present. 310,000 tested, 0.51% active;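 active = activation above the mean of controls blocked by dofetilide plus 5 SD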;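 also: thallium influx through hERG after potassium depolarization seen as dye fluorescence rise; in these data hits start at about 4.7%; inactives centre near -7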
KCNQ1 act – potentiators or activators of human KCNQ1 potassium channel; AID 2648; B-score at 10 µM; P51787; CHO-K1 KCNQ1, thallium flux FluxOR fluorescence; active compounds read high; 310,000 tested, 0.35% active;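 active = fluorescence ratio B-score, a plate-corrected score, at least three library SD, with initial intensity B-score within 5 SD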
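Schedule – 37 °C overnight plating, 90-min dark dye load, 20-min compound pretreatment · System – stable KCNQ1 CHO-K1 line · Probe or stimulus – thallium- and potassium-containing depolarizing buffer · Measured by – kinetic FluxOR fluorescence, 10 s baseline plus 110 s post-stimulus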
An asterisk follows results filed as active; i = inactive; · = not tested or not shown.

Screens in order – KCNK3 inh, RGS4 act, GSK3 alpha inh, Dyrk1A ADPGlo, GSK3B inh, PolyA inh, KCNK9 block, KCNQ1 inh, RGS4 inh, hERG protect, KCNQ1 act
CC1(C)C2CCC1(CS(=O)(=O)Nc1ccccc1)C(=O)C2 (configuration not stated)
→ i, i, -3, 2, 1, ·, i, i, i, -14, i
CCCCC(=O)OCC(=O)c1cc(C)n(-c2c(C)n(C)n(-c3ccccc3)c2=O)c1C
→ i, i, -1, -1, 1, i, i, i, i, -13, i
O=c1nc2n(c3ccc(Br)cc13)CCS2
→ i, i, 5, 11, -2, i, i, i, i, -19, i
COc1cc(/C=C(\C#N)C(=O)NCCc2ccccc2)cc(OC)c1O
→ i, i, 0, 0, -3, i, i, i, i, -9, i
Cc1cccc(NC(=O)C(=O)NCC2CCCN2S(=O)(=O)c2ccccc2)c1 (configuration not stated)
→ i, i, -3, -5, 0, i, i, i, i, -21, i
CCOC(=O)c1cnc(SC)nc1Oc1cccc(NS(=O)(=O)c2ccc(F)cc2)c1
→ i, i, -1, 1, -1, i, i, i, i, -17, i
CNc1nc(N)c(C(=O)C23CC4CC(CC(C4)C2)C3)s1
→ i, i, 3, 5, -1, i, i, i, i, -9, i
CCC(=NC(C)c1ccccc1)c1c(O)n(C)c(=O)n(C)c1=O (configuration not stated)
→ i, i, 1, 9, 0, i, i, i, i, -15, i
CC(C)NS(=O)(=O)c1ccc(N2C(=O)c3ccccc3C2=O)cc1
→ i, i, 2, -7, 2, i, i, i, i, -7, i
COc1ccc(Cc2cc(-c3ccc(F)cc3)n[nH]c2=O)cc1
→ i, i, 0, ·, 1, i, i, i, i, 0, i
O=C(Nc1cccnc1Oc1ncnc2cc(Cl)ccc12)c1ccc(F)cc1
→ ·, i, 12, ·, 2, i, i, i, i, -9, i
CCOC(=O)C(C)Sc1nnc(Cn2c(=O)sc3ccccc32)n1-c1ccccc1 (configuration not stated)
→ i, i, ·, 7, 3, i, i, i, i, -11, i
CC1=NN(c2ccccc2)C(=O)C1(C)C
→ i, i, 0, 0, 0, i, i, i, i, -6, i
Cc1ccc2c(C(=O)CNc3nncs3)c(C)[nH]c2c1
→ i, i, 11, -2, -7, i, i, i, i, -1, i
Cc1cccc2nc(-c3cccnc3)c(NCCC(C)C)n12
→ -10*, i, -1, -6, 3, i, -9.1*, 11*, i, 4.9*, i
COc1cccc2c1N1C(=O)c3c(C(=O)O)cccc3C1CC2(C)C (configuration not stated)
→ i, i, ·, 2, -5, i, i, i, i, -4, i
CCOc1ccc(NC(C)=O)cc1[N+](=O)[O-]
→ i, i, 0, ·, -4, i, i, i, i, -10, i
COCC(=O)Nc1nnc(SCC(=O)N2C(C)CCCC2C)s1 (configuration not stated)
→ i, i, -2, -7, 2, i, i, i, i, -1, i
Cc1ccccc1C(=O)Nc1nc(SCc2ccc(Cl)cc2)n[nH]1
→ i, i, 2, 2, 0, i, i, i, i, 0, i
O=C(CSc1nccn1-c1ccccc1)Nc1ccc2c(c1)OCO2
→ i, i, -2, -2, 1, i, i, i, i, -12, i
COc1ccc(/C=C/c2c([N+](=O)[O-])c(=O)n(C)c(=O)n2C)cc1O
→ i, i, 0, 2, -4, i, i, i, i, -8, i
CCN(C(=O)CSc1cc(-c2ccccc2)c2ccc(OC)cc2n1)C1CCS(=O)(=O)C1 (configuration not stated)
→ i, i, 0, -7, 2, i, i, i, i, -7, i
COc1ccccc1N(CC(=O)NCCc1ccccc1)C(=O)CCC(=O)Nc1ccccn1
→ i, i, -1, -2, 2, i, i, i, i, -5, i
O=C(NC1CC1)[C@@H]1CSC2c3ccccc3C(=O)N21 (some centres not stated)
→ i, i, -3, ·, -2, i, i, i, i, -7, i
CCCCCOC(=O)Nc1nnc(CCC)s1
→ i, i, -5, 3, 1, i, i, i, i, -6, i
O=Cc1c(C(=O)O)n(CC(=O)O)c2ccccc12
→ i, i, -3, -3, -1, i, i, i, i, -5, i
COc1ccccc1C(=O)Nc1cccc(S(=O)(=O)N2CCCC2)c1
→ i, i, -3, -4, 1, i, i, i, i, -9, i
Cc1ccc(NC(=O)CCn2cnc3ccccc3c2=O)c(C)c1
→ i, i, 5, 2, 3, i, i, i, i, -2, i
CC(OC(=O)c1cccc(-n2cnnn2)c1)C(=O)Nc1cccc(Cl)c1 (configuration not stated)
→ i, i, 1, -2, 1, i, i, i, i, -12, i
COc1ccc(/C=C2\NC(=S)N(CC3CCCO3)C2=O)c(OC)c1 (configuration not stated)
→ i, i, -2, -5, 1, i, i, i, i, -8, i

Two neighbouring records already listed, quoted:
Screens in order – KCNK3 inh, RGS4 act, GSK3 alpha inh, Dyrk1A ADPGlo, GSK3B inh, PolyA inh, KCNK9 block, KCNQ1 inh, RGS4 inh, hERG protect, KCNQ1 act
CC(OC(=O)c1cccc(-n2cnnn2)c1)C(=O)Nc1cccc(Cl)c1 (configuration not stated)
→ i, i, 1, -2, 1, i, i, i, i, -12, i
COc1ccc(/C=C2\NC(=S)N(CC3CCCO3)C2=O)c(OC)c1 (configuration not stated)
→ i, i, -2, -5, 1, i, i, i, i, -8, i

(cont.)
Screens in order – KCNK3 inh, RGS4 act, GSK3 alpha inh, Dyrk1A ADPGlo, GSK3B inh, PolyA inh, KCNK9 block, KCNQ1 inh, RGS4 inh, hERG protect, KCNQ1 act
O=C(/C=C/c1ccc2ccccc2n1)c1cc(Cl)ccc1O
→ i, i, 10, 3, 3, i, i, i, i, -9, i
OCCNC(=S)Nc1ccc(Cl)c(Cl)c1
→ i, i, 1, 24, 4, i, i, i, i, -13, i
CCC(C)NC(=O)CO/N=C/c1ccc(C(=O)OC)cc1 (configuration not stated)
→ i, i, -2, -25, 1, i, i, i, i, -5, i
COc1ccc(/C=C2\SC(=O)N(CC(=O)NN3CCN(C)CC3)C2=O)cc1OC
→ i, i, 0, 1, -2, i, i, i, i, -14, i
COC(=O)/C=C/c1ccsc1NC(C)=O
→ i, i, 3, 19, -3, i, i, i, i, -8, i
c1ccc2c(N3CCCC3)nc(-c3ccncc3)nc2c1
→ i, i, 9, 11, -2, i, i, i, i, -15, i
Cc1cc(Cl)ccc1OC(C)C(=O)N1CCCN(C(=O)C(C)Oc2ccc(Cl)cc2C)CC1 (configuration not stated)
→ i, i, -1, -3, -7, i, -15*, i, i, -6, i
CN(C)c1ccc(-c2nc3ccccn3c2/N=C/c2ccc(Br)cc2)cc1
→ i, i, 3, 1, -2, i, i, i, i, -7, i
CC1CCC(NC(=O)Cn2ncc3ccccc32)CC1 (configuration not stated)
→ i, i, -6, -1, 0, i, i, i, i, -3, i
COCCn1c(C)cc(C(=O)CSc2nc3nc(C)cc(C)n3n2)c1C
→ i, i, 0, 1, 2, i, i, i, i, -2, i

The closing two entries of the part before lead into the next:
Screens in order – KCNK3 inh, RGS4 act, GSK3 alpha inh, Dyrk1A ADPGlo, GSK3B inh, PolyA inh, KCNK9 block, KCNQ1 inh, RGS4 inh, hERG protect, KCNQ1 act
CC1CCC(NC(=O)Cn2ncc3ccccc32)CC1 (configuration not stated)
→ i, i, -6, -1, 0, i, i, i, i, -3, i
COCCn1c(C)cc(C(=O)CSc2nc3nc(C)cc(C)n3n2)c1C
→ i, i, 0, 1, 2, i, i, i, i, -2, i
CCC(=O)c1c[nH]c(C(=O)N2CCN(c3ccccc3)CC2)c1
→ i, i, 1, 1, -2, i, i, i, i, -3, i
Cc1cccc(CN2CCN(Cc3ccc(-n4cccn4)cc3)CC2CCO)n1 (configuration not stated)
→ i, i, -3, -1, 7, i, i, i, i, -19, i
O=c1cc(N2CCOCC2)[nH]c(=O)n1Cc1ccc(F)cc1
→ i, i, -2, -3, 0, i, i, i, i, -11, i
CSc1c(CC(=O)Nc2ccccc2C(F)(F)F)n(Cc2ccccc2)c2ccccc12
→ i, i, -3, -4, 2, i, i, i, i, -14, i
c1ccc2sc(-c3ccncc3)nc2c1
→ i, i, 1, -2, -2, i, i, i, i, -7, i
CCCCCCCNC(=O)c1ccc(N2CCC3(CC2)OCCO3)c([N+](=O)[O-])c1
→ i, i, -3, 10, -5, i, -6.8*, i, i, -1, i
COc1ccc(S(=O)(=O)N2CCN(C(=S)NCC3CCCO3)CC2)cc1OC (configuration not stated)
→ i, i, -3, -3, -1, i, i, i, i, -13, i
CCOC(=O)c1c(NC(=O)CSc2nnc(N)s2)sc(C)c1-c1ccc(C)cc1
→ i, i, ·, 4, 2, i, i, i, i, -12, i
CCOC(=O)Nc1ccc(OC)c([N+](=O)[O-])c1
→ i, i, -2, -2, -5, i, i, i, i, -4, i
CC(C)(C)NC(=O)CN1CCC(NC(=O)C23CC4CC(CC(C4)C2)C3)CC1
→ i, i, -2, -4, 1, i, i, i, i, -16, i

KCNQ1 inh, hit marks shown above.
Compound	KCNK3 inh	GSK3 alpha inh	Dyrk1A ADPGlo	GSK3B inh	PolyA inh	KCNK9 block	KCNQ1 inh	RGS4 inh	KCNQ1 act
Cc1cccc2nc(-c3cccnc3)c(NCCC(C)C)n12	-10*	-1	-6	3	i	-9.1*	11*	i	i

(more compounds)
Screens in order – KCNK3 inh, RGS4 act, GSK3 alpha inh, Dyrk1A ADPGlo, GSK3B inh, PolyA inh, KCNK9 block, KCNQ1 inh, RGS4 inh, hERG protect, KCNQ1 act
CCCOc1cccc(-c2nnc(N)s2)c1
→ i, i, 7, -2, -2, i, i, i, i, -3, i
COc1ccc(C2=CC(=O)OC(C)(c3ccccc3)O2)cc1 (configuration not stated)
→ i, i, -3, 3, -1, i, i, i, i, -8, i
CN(C)c1cccc(C(=O)Nc2ccc3nc4n(c(=O)c3c2)CCCCC4)c1
→ i, i, -2, 4, 2, i, i, i, i, -26, i
CC(C)(Oc1ccc(Cl)cc1)C(=O)OCC(=O)NCCc1ccccc1
→ i, i, 0, -6, -1, i, i, i, i, -14, i
Cc1cc(O)ccc1N/C=C/c1onc(C)c1[N+](=O)[O-]
→ i, i, -7, -2, 0, i, i, i, i, -4, i
CCOC(=O)N1CCN(C(=O)c2ccc(N(Cc3ccc(C)cc3)S(C)(=O)=O)cc2)CC1
→ i, i, -11, 4, 0, i, i, i, i, -7, i
O=C(Cc1ccccc1)Nc1ccc(C(=O)O)cc1
→ i, i, -1, -1, 1, i, i, i, i, -8, i

Only part of the results is shown; rates above refer to the full screens.
